AT treatment: qHTS Assay for Identifying a Potential Treatment of Ataxia-Telangiectasia | 320,000 tested, 0.19% active | Potency, µM (titrated, usually from 57.5 µM), without a hit: at the highest dose activation, actives largely listed as activators | […] A-T fibroblasts, KAP-1 phosphorylation AlphaLISA; neocarzinostatin DNA damage 30 min before lysis; also: potency is read from the fitted curve at half-maximal effect; % of control where 0% means no effect; nearly all actives have a fitted effect of over 45% in size
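hTERT-immortalized A-T patient fibroblasts ([…]), 500 cells/well in OPTI-MEM, 1% FBS, got compounds for 60 min, then NCS for 30 min at 37C. Lysates were then assayed for phospho-KAP-1 by AlphaLISA (anti-pKAP1 donor, anti-KAP1 acceptor beads), 6 hr at 25C.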
PTAP TSG101 blk: qHTS Assay for Iinhibitors of HIV-1 Budding by Blocking the Interaction of PTAP/TSG101; AID 493005, 2010; Fluorescence polarization, FITC-PTAP peptide / Tsg101 binding; 340,000 tested, under 10 active; Potency, µM (titrated, usually from 115 µM), for inactives: at the top dose activity change, negative = inhibition, most hits filed as inhibitors; Tumor susceptibility gene 101 protein (Homo sapiens), Q99816; active = well fitted inhibition curve with a large enough effect in the main read-out, with a control signal flat, not every such curve was filed as active; inconclusive = small, poorly fitted or top-dose-only effect, or effect the other way, or a change in a side signal; inactive = no such curve, though single readings can be large or run the other way; also: potency is read from the fitted curve at half-maximal effect; % of control where 0% means no effect
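Fluorescence anisotropy tracks displacement of a FITC-tagged PTAP peptide (50 nM) from the Tsg101 binding domain (10 uM), following a 20 min room-temperature incubation at pH 7.5.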
MBNL1-CUG inh: qHTS Assay for Inhibitors of MBNL1-poly(CUG) RNA binding; Muscleblind-like protein 1 (Homo sapiens), Q9NR56; TR-FRET MBNL1-His/biotin-(CUG)12 binding, 665/545 ratio; Potency, µM (series often up to 57.5 µM), for the others: top-dose activity change, negative = inhibition, hits mostly inhibitors; 280,000 tested, 0.036% active; active = well fitted inhibition curve with a large enough effect in the signal ratio, with a control signal flat, not every such curve was filed as active; inconclusive = small, poorly fitted or top-dose-only effect, or effect the other way, or a change in a side signal; inactive = no such curve, though single readings can be large or run the other way; the % refers to the signal ratio; also: potency is read from the fitted curve at half-maximal effect; % is scaled to controls: 0 for no effect and ±100 for the full control effect
Target sequence (Q9NR56 whole entry, looked up): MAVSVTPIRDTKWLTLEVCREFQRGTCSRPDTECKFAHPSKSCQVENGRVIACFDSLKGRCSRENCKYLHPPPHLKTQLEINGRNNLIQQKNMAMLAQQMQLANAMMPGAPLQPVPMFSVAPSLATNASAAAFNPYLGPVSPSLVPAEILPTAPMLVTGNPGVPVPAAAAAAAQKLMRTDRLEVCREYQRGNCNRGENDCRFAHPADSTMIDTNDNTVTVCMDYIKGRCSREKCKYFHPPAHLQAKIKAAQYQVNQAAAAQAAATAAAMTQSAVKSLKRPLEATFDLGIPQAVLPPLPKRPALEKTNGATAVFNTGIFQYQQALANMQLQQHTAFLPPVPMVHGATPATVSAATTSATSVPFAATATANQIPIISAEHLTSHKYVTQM
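TR-FRET between His-tagged MBNL1 and biotin-(CUG)12 RNA, detected with Tb anti-His antibody (0.055 ng/ul) and streptavidin-XL665 (5 nM), 60 min at room temperature. Compounds titrated 92 nM to 58 uM; 665/545 nm ratio normalized to buffer and complex controls.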
S-ASM inh: Inhibitors of Secretory Acid Sphingomyelinase (S-ASM): qHTS; Sphingomyelin phosphodiesterase (Homo sapiens), P17405; placental ASM, HMU-PC fluorogenic substrate, 60 min; Potency, µM (titrated, usually from 57.5 µM), inactives show top-dose activity change, negative = inhibition, usual class: inhibitors; 340,000 tested, 0.006% active; AID 504937, 2011; also: potency is read from the fitted curve at half-maximal effect
Target sequence (P17405 47-631 limits assumed): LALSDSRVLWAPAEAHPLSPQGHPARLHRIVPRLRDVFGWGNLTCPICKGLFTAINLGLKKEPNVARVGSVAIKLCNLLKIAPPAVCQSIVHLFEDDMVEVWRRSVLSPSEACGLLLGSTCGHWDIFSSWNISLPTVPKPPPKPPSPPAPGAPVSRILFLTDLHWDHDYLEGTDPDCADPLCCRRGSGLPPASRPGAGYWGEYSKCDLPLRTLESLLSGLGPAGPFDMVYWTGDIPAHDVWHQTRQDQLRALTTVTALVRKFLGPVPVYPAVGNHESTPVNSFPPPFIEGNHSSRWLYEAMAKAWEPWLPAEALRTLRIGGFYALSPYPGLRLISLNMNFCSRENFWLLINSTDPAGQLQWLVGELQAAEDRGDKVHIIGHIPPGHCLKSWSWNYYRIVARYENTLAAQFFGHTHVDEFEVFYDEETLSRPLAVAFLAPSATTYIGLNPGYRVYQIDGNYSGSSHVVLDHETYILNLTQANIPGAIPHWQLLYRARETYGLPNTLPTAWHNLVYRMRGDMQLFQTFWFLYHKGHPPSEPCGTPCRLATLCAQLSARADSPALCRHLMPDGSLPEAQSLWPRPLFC
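Fluorescence read-out (Ex 386 nm, Em 447 nm) after stopping the reaction at pH 10. Enzyme: ASM from human placenta; substrate HMU-PC0, 9 uM final; 60 min, 37 °C. Compound preincubation 10 min, ambient temperature.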
TCR act: Activators of T cell receptors: qHTS campaign. primary human leukocytes, anti-CD3, IL-2 HTRF, 48 h. Potency, µM (top dose mostly 9.22 µM), for the others: at the top dose activation of IL-2 secretion, actives largely listed as activators. 330,000 tested, under 10 active. AID 504894, 2011; also: % of control where 0% means no effect
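Primary human leukocytes were stimulated with a-CD3 beads plus compounds for 48 hr without co-stimulation; secreted IL-2 was quantified by HTRF using a-IL-2-K (europium cryptate) and a-IL-2-d2, excited at 320nm with acceptor emission read at 665nm.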
TSHR antagonist: Antagonists of the Thyroid Stimulating Hormone Receptor: HTS campaign | Thyrotropin receptor (Homo sapiens), P16473 | TSHR-expressing cells, TSH-stimulated cAMP HTRF, 2 h; hits give low values | activity change, negative = inhibition, % at 11.5 µM | 330,000 tested, 0.2% active;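 active = activity change below a set negative limit, meaning inhibition stronger than a set level, cut at about -70% in these data; inconclusive = activity change between two set negative limits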; also: % is scaled to controls: 0 for no effect and ±100 for the full control effect
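Freshly harvested TSHR cells receive pin-tooled compound, then EC80 TSH at 4nM final. After 2 hours at 37 deg C, antibody in lysis buffer and cAMP-d2 are added; 30 minutes at ambient temperature precede the HTRF read.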
CXXC DNA block: qHTS Fluorescence Polarization Assay for Inhibitors of MLL CXXC domain - DNA interaction; Histone-lysine N-methyltransferase 2A (Homo sapiens), Q03164; Potency, µM (series often up to 115 µM), for the others: top-dose activity change, negative = inhibition, most hits filed as inhibitors; MLL-CXXC / FITC-HOXA9 DNA fluorescence polarization; 290,000 tested, 0.037% active; active = well fitted inhibition curve with a large enough effect in the polarisation, with a control signal flat, not every such curve was filed as active; inconclusive = small, poorly fitted or top-dose-only effect, or effect the other way, or a change in a side signal; inactive = no such curve, though single readings can be large or run the other way; the % refers to the polarisation; also: potency is read from the fitted curve at half-maximal effect
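Steps: dispense CXXC domain solution (7 uM) → pin compounds or unlabeled HOX-A9 DNA control → 5 min ambient → add FLSN-HOX-A9 solution (50 nM) → spin → 30 min ambient → fluorescence polarization. Tris pH 7.5/NaCl/DTT/BSA buffer.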
Mito fusion act: qHTS Assay for Small Molecule Inhibitors of Mitochondrial Division or Activators of Mitochondrial Fusion; AID 485298, 2010; Potency, µM (doses to about 46.1 µM), without a hit: top-dose growth rescue (activation), hits mostly activators; 320,000 tested, 0.23% active; S. cerevisiae fusion-defective mutant growth rescue, CellTiterGlo 48 h;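 also: potency is read from the fitted curve at half-maximal effect; % of control where 0% means no effect; nearly all actives have a fitted effect of over 45% in size; temperature-sensitive fusion mutants such as fzo1-1 at 37 °C on non-fermentable ethanol glycerol medium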
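Luminescent cell viability in 1536-well qHTS format served as the measure of rescued growth in ts fusion-mutant S. cerevisiae cultured on non-fermentable YPEG for 48 hours at 37C.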
Menin MLL FP TR: qHTS Assay for Inhibitors Targeting the Menin-MLL Interaction in MLL Related Leukemias: Competition With Texas Red Labeled MLL-derived Mutant Peptide | O00255 | Potency, µM (doses to about 61.6 µM), inactives show at the top dose FP activity change, negative = inhibition, actives largely listed as inhibitors | Menin + Texas Red MLL mutant peptide, fluorescence polarization | 270,000 tested, 0.23% active; active = well fitted inhibition curve with a large enough effect in the polarisation, with a control signal flat, not every such curve was filed as active; inconclusive = small, poorly fitted or top-dose-only effect, or effect the other way, or a change in a side signal; inactive = no such curve, though single readings can be large or run the other way; the % refers to the polarisation; also: potency is read from the fitted curve at half-maximal effect; % of control where 0% means no effect; many of its hits are not listed in these tables
a7 integrin act: qHTS for Activators of Integrin-Mediated Alleviation for Muscular Dystrophy; alpha7betagal myoblasts, beta-gal FDG fluorescence, 48 h; Potency, µM (doses to about 38.3 µM), without a hit: at the highest dose activation, actives largely listed as activators; 350,000 tested, 0.064% active;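 also: potency is read from the fitted curve at half-maximal effect; 100% = response of the positive control SU9516; nearly all actives have a fitted effect of over 60% in size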
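Alpha7betagal+/- myoblasts (passage 13) were plated 16-24 hr, then exposed to compounds (1:260 dilution of DMSO stock) for 48 hours at 37C. After MPER lysis, β-galactosidase reporter activity was read as FDG fluorescence (ex 480/em 540) after 30 minutes.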
Numbers without * were called inactive; ? = inconclusive; · = not tested or not shown; [ ] = another dose, or the depositor's remark. Unless noted, calls follow the shape of the dose curve; as a rule, active = well fitted curve in the direction sought with a large enough effect; inconclusive = small, poorly fitted or top-dose-only effect, or another doubt; inactive = no such curve, though single readings can be large; an effect the other way counts as inactive or inconclusive. Only part of the results is shown; count on the stated rates, not on these rows.

Sequence of screens: AT treatment, PTAP TSG101 blk, MBNL1-CUG inh, S-ASM inh, TCR act, TSHR antagonist, CXXC DNA block, Mito fusion act, Menin MLL FP TR, a7 integrin act
- O=C(COc1c(CO)cc(Br)cc1CO)NC1CCCc2ccccc21 (configuration not stated)
    7%, 1%, -1%, -2%, 1%, -1, 7%, 2%, -6%, -21%
- Cc1nc2sc3c(NCc4ccco4)ncnc3c2c2c1COC(C)(C)C2
    ·, -7%, 4%, -18%, -6%[46.1 µM], -18, -3%, ?, 6%, -41%
- COC(=O)c1ccccc1C(=O)N1CCCC(C(=O)c2cc(F)ccc2F)C1 (configuration not stated)
    4%, -2%, 7%, 2%, 6%, 2, 5%, ?, -11%, -14%
- Cc1nc2nc(C)c(CCC(=O)NCCC3=CCCCC3)c(C)n2n1
    -1%, -9%, 3%, 1%, 2%, -5, -1%, 2%, 5%, -6%
- Cc1ccc2c(c1)C(=C(C#N)C#N)C(=O)N2CCN1CCCCC1
    -3%, -1%, 0%, 9%, 9%, 2, -1%, 3%, ·, 19%
- CCN(CC)S(=O)(=O)c1ccc(N2CCOCC2)c(NC(=O)COc2ccc(Cl)cc2)c1
    -14%, -1%, -4%, -1%, 5%, -4, 6%, -7%, ·, ?
- COc1ccccc1NC(=O)COc1ccccc1
    1%, -2%, 0%, 4%, 0%, 2, 4%, 3%, 8%, -4%
- Cc1cc(S(=O)(=O)Nc2cccc(Cl)c2)c(C)s1
    -3%, -2%, 5%, -2%, 2%, -7, -5%, ?, 6%, -36%
- CCCCc1nc(NCCO)c(C#N)c2c1CCCC2
    1%, -2%, 4%, 7%, -7%, -3, 6%, -1%, ?, ?
- CCOC(=O)c1c(C)oc2c1cc(O)c1ccccc12
    2%, -4%, -6%, -4%, 3%, -11, 2%, -1%, ?, -10%
- O=C(NCc1ccc2c(c1)OCO2)c1cc2ccccc2o1
    2%, -2%, -4%, -6%, -8%, -11, -2%, 0%, 3%, 9%
- NC(=O)c1c(NC(=O)CN2CCCC2)sc2c1CCCC2
    12%, -2%, 0%, 0%, 1%, 9, -4%, 3%, -2%, 6%
- CCn1cc(S(=O)(=O)c2ccc(OC)cc2)c(=O)c2cc(OC)ccc21
    6%, 0%, 6%, 0%, 0%, 7, 2%, 10%, 8%, ?
- Cc1ccc(S(=O)(=O)N2CCN(C(=O)CCOc3ccccc3C)CC2)cc1C
    -6%, 2%, ·, -2%, -41%, -1, ·, 7%, ·, 17%
- Cc1ccc(S(=O)(=O)/N=C(\Nc2cc(C)on2)c2ccc(Cl)cc2)cc1
    -2%, -2%, -3%[11.5 µM], -2%, -5%[46.1 µM], 11, -7%, ·, -4%, ?
- COc1ccc2c(C)c(CC(=O)N3CCN(C(=O)C4COc5ccccc5O4)CC3)c(=O)oc2c1C (configuration not stated)
    6%, -2%, 1%, 21%, 5%, -3, -2%, -4%, 0%, 23%
- CC(CC(=O)O)CC1=NS(=O)(=O)c2ccccc2N1 (configuration not stated)
    -5%, -7%, 10%, 1%, 4%, -6, 1%, 6%, 0%, -10%
- COc1ccc(NC(=O)COC(=O)CNS(=O)(=O)/C=C/c2ccccc2)cc1OC
    5%, -2%, ·, -1%, 7%, 7, ·, -2%, ·, 12%
- CCC(C)(C)n1nnnc1C(c1ccccn1)N1CCCCC1 (configuration not stated)
    4%, -2%, ?, 3%, 6%[46.1 µM], 10, -9%, -1%, 6%, 22%
- COc1ccc(CNS(=O)(=O)c2c(C(=O)N3CCCCCC3)c(C)n(C)c2C)cc1
    -2%, -2%, -9%, 5%, 14%, 2, -1%, 4%, -1%, 0%

Complete entries from above. Order of screens: AT treatment	PTAP TSG101 blk	MBNL1-CUG inh	S-ASM inh	TCR act	TSHR antagonist	CXXC DNA block	Mito fusion act	Menin MLL FP TR	a7 integrin act
CC(CC(=O)O)CC1=NS(=O)(=O)c2ccccc2N1 (configuration not stated) in the list: -5%	-7%	10%	1%	4%	-6	1%	6%	0%	-10%
O=C(COc1c(CO)cc(Br)cc1CO)NC1CCCc2ccccc21 (configuration not stated) in the list: 7%	1%	-1%	-2%	1%	-1	7%	2%	-6%	-21%
CCOC(=O)c1c(C)oc2c1cc(O)c1ccccc12 in the list: 2%	-4%	-6%	-4%	3%	-11	2%	-1%	?	-10%
COc1ccc(NC(=O)COC(=O)CNS(=O)(=O)/C=C/c2ccccc2)cc1OC in the list: 5%	-2%	·	-1%	7%	7	·	-2%	·	12%

(further entries)
Sequence of screens: AT treatment, PTAP TSG101 blk, MBNL1-CUG inh, S-ASM inh, TCR act, TSHR antagonist, CXXC DNA block, Mito fusion act, Menin MLL FP TR, a7 integrin act
- CCCOCc1ccc(O)c2ncccc12
    -9%, -8%, 2%, 4%, -3%, -10, -17%, 12%, ·, -55%[inhibitor]
- COc1ccc(CNC(=O)CCCn2nc([N+](=O)[O-])cc2C)cc1
    1%, -1%, ·, 4%, 4%, -8, 5%, 4%, 1%, 7%
- Cc1ccc2oc(NC(=O)N3CCOCC3)cc(=O)c2c1
    -4%, -5%, 3%, 4%, 2%, 2, -4%, 5%, -1%, 6%
- Cc1ccc(S(=O)(=O)NC2=NCN(C(C)C)CN2)cc1
    -2%, 2%, -13%, -3%, -3%, 3, 14%, 5%, ?, 10%
- COc1cc(N(C)C)ccc1C=c1c2ccccc2n2c1cc(-c1ccccc1)[n+]2C
    ·, -1%, ·, ?, 2%, ·, ·, ·, ·, 0%
- COc1ccc(NC(=O)Nc2ccc(F)cc2F)cc1
    0%, 5%, -4%, 6%, -4%, -11, 0%, 0%, -3%, 10%
- O=C(Nc1ccccc1F)c1ccc(S(=O)(=O)NCC2CCCO2)cc1 (configuration not stated)
    2%, -4%, 5%, 2%, -4%, -3, 1%, 3%, 10%, -1%
- CCOc1cc(N2CCOCC2)c(OCC)cc1NC(=O)c1c(-c2ccccc2)noc1C
    -1%, -4%, ·, -3%, 1%, 17, ·, 3%, ·, -10%
- O=C(CSc1nnc(-c2cccs2)o1)N1CCOCC1
    4%, -3%, -6%, 4%, -9%, 5, -3%, 1%, -17%, 7%
- C=CCNc1cnn(CC(C)=O)c(=O)c1Br
    12%, -1%, -3%, 2%, 9%, -1, 0%, -4%, -13%, 11%
- S=C(NNc1ccnc2cc(Cl)ccc12)Nc1ccc(Cl)cc1Cl
    -7%, -4%, 8%, -7%, 1%, -11, 17%, 3%, ·, -58%[inhibitor]
- COC(=O)c1ccc(NC(=S)NCCc2cccc(C)c2)cc1
    6%, -1%, -10%, -10%, 0%, 0, -1%, 26%, 31%[activator], -30%
- COc1ccc(CN(CC(=O)NCc2ccccc2)C(=O)CCC(=O)Nc2nccs2)cc1
    -1%, -2%, -5%, -1%, 3%, 0, 5%, 1%, 31%[activator], -4%
- CC(=O)Oc1ccc(/C=N/NS(=O)(=O)c2ccccc2)cc1
    1%, 0%, 35%[activator], -1%, 1%, 4, -20%, 2%, 14%, 0%
- CN(C(=O)COC(=O)C1COc2ccccc2O1)C1(C#N)CCCCC1 (configuration not stated)
    -7%, -6%, ·, 3%, 0%, -2, ·, -2%, ·, ?
- CN1CCc2c(sc(N)c2C(=O)c2ccc(Cl)cc2)C1
    -2%, -7%, 12%, 45%[activator], -3%, -2, 8%, 12%, -9%, -4%

Bioassay records: PubChem BioAssay, National Center for Advancing Translational Sciences (NCATS)
